From PubChem BioAssay
KAT2A inh: inhibitors of human GCN5L2 histone acetyltransferase; Q92830; GCN5L2 HAT assay, ThioGlo1 CoA-SH fluorescence; Potency, µM (series often up to 58.9 µM), without a hit: top-dose activity change, negative = inhibition, hits mostly inhibitors; hit rate 0.21% among 390,000; AID 504327
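Enzyme at 20nM final was mixed with library compounds for 15 min at room temperature. Peptide H3(1-25) at 75uM, acetyl-CoA at 70uM and ThioGlo1 at 50uM were then added. Plates were read immediately and after 20 min (Ex340nm/Em540nm).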
TDP1 cell CPT: growth inhibition of DT40 Tdp1-/-;hTDP1 cells with camptothecin (screen for TDP1 inhibitors); chicken DT40 Tdp1-/-;hTDP1 cells + 20 nM CPT, ATP luminescence, 48 h; Potency, µM (doses to about 46.2 µM), inactives show top-dose activity change, negative = growth inhibition, usual class: inhibitors; hit rate 12% among 420,000; AID 686979; also: nearly all actives have a fitted effect of over 55% in size
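Chicken DT40 Tdp1-/- cells stably complemented with human TDP1 were seeded at 400 cells/well in medium containing 20 nM camptothecin, exposed to pin-transferred compounds, and grown at 37 °C for at least 48 hr. Viability was read as ATP luminescence.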
FEN1 inhibitor: blocks human flap endonuclease 1. Potency, µM (doses to about 114 µM), for inactives: at the top dose activity change, negative = inhibition, actives largely listed as inhibitors. AID 588795. Recombinant FEN1 flap cleavage, fluorescence, 15 min. P39748. hit rate 0.35% among 390,000; also: nearly all actives have a fitted effect of over 65% in size
Target sequence (P39748 whole entry, looked up): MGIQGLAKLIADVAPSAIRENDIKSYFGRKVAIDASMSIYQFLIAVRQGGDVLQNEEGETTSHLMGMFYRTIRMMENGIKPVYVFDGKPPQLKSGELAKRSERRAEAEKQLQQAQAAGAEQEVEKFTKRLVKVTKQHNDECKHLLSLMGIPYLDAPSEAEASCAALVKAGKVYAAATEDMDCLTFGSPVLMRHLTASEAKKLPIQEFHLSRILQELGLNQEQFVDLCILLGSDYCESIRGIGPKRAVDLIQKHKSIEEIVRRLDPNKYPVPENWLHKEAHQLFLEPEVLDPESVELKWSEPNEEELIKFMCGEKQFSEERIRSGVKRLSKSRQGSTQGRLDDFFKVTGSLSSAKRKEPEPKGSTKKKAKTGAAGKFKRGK
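Nuclease activity of 10 nM FEN1 was measured after 15 min of room-temperature exposure to titrated compounds, by adding 50 nM flap substrate and reading plates at 0 and 15 min.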
* = called active by the depositor; ? = inconclusive; . = not tested or not shown; [ ] = remark or other dose. Calls follow the shape of the dose curve; as a rule, active = well fitted curve in the direction sought with a large enough effect; inconclusive = small, poorly fitted or top-dose-only effect, or another doubt; inactive = no such curve, though single readings can be large; an effect the other way counts as inactive or inconclusive. % is scaled to controls: 0 for no effect and ±100 for the full control effect; potency is read from the fitted curve at half-maximal effect. A portion of the library. The share of hits here may be higher or lower than overall.

#	mol	TDP1 cell CPT	FEN1 inhibitor	KAT2A inh
1	CCSc1cc(C)nc2c(-c3ccc(Cl)cc3)c(C)nn12	-8%	8%	-18%
2	COc1ccc(-n2c(=S)[nH]c3ccccc3c2=S)cc1	-23%	12%	-23%
3	O=C(NCc1ccc2c(c1)OCO2)c1ccc2c(c1)N(Cc1ccccc1)C(=O)c1ccccc1S2=O (stereo not given)	0%	12%	-4%
4	Cc1nn2c(NCCN(C)C)c3c(nc2c1-c1ccccc1)CCC3	?	-4%	-23%
5	Cc1c(C(=O)NN)nn(-c2ccc(Cl)cc2)c(=O)c1C#N	-14%	1%	-7%
6	CC1=C(C#N)c2nc(N)c(C#N)c(C)c2/C1=C\c1ccc(-c2ccccc2C(=O)O)o1	-6%	40µM*	?
7	COCCNC(=O)c1cc(-c2cccc(OC)c2)on1	-5%	2%	51%[activator]
8	CC(OC(=O)CNC(=O)c1ccc(Cl)c([N+](=O)[O-])c1)C(=O)NCc1ccco1 (stereo not given)	9%	1%	1%
9	COc1ccc(S(=O)(=O)NNC(=O)C2CC(c3cccnc3)=NO2)cc1 (stereo not given)	18%	10%	-8%
10	O=C(CCCn1c(=S)[nH]c2ccccc2c1=O)NC1CCCCC1	-9%	-2%	-1%
11	CCCCCCCCn1cnc2c(N)c(C)c(C)cc21	?	-15%	-20%
12	COc1ccc(NCC(=O)N/N=C2\CCc3ccccc32)cc1	?	?	-1%
13	Nc1cc(=O)[nH]c(SCC(=O)NC2CCCCCCC2)n1	-12%	8%	-22%
14	O=C(Nc1cccc(O)c1)c1cccc(S(=O)(=O)N2CCCCCC2)c1	?	2%	-11%
15	COc1ccccc1-n1c(C)nc2cc(C(=O)NCc3ccc4c(c3)OCO4)ccc21	-3%	2%	-4%
16	O=C(Nc1ccccn1)Nc1ccccc1Cl	14%	8%	-6%
17	CCSc1nn(CC(=O)Nc2cccc(Cl)c2)c(N)c1S(=O)(=O)c1ccc(OC)cc1	?	-11%	-7%
18	O=C(NCc1ccccc1)C1=C[C@@H](c2ccc(Br)cc2)C[C@@H](OCc2ccc(CO)cc2)O1	?	-18%	-6%
19	Cc1ccc(C(C)C)c(OCCNC(=O)c2ccccc2O)c1	15µM*	-4%	-16%
20	COc1ccc(CCNC(=O)c2c(N)no[n+]2[O-])cc1OC	-1%	5%	-8%
21	CCCCNC(=O)C(=O)N/N=C/c1ccc(C(=O)OC)cc1	-4%	15%	-7%
22	Cc1cc2ccccc2n1CCNC(=O)C(C)C	-18%	9%	-5%
23	Cc1cccc(NC(=O)Nc2ccc(S(N)(=O)=O)cc2)c1	9%	-8%	-2%
24	CCNC(=O)C1CC(=O)N(c2ccc(Br)cc2)C1 (stereo not given)	6%	-1%	-5%
25	Cc1ccc(C(=O)N2CCN(c3ccccc3)CC2)cc1NC(=O)c1nsc2ccccc12	21µM*	2%	-10%

Continued.
#	mol	TDP1 cell CPT	FEN1 inhibitor	KAT2A inh
26	Cc1onc(-c2ccccc2)c1-c1csc(N/N=C/c2ccccc2Cl)n1	?	13%	-9%
27	CC(C)CC(=O)Nc1nnc(CSCc2ccc(F)cc2)s1	-5%	-15%	-3%
28	Cc1cc(C)cc(NC(=O)CCc2c(C)nn(-c3ccc(N4CCCC4)nn3)c2C)c1	21µM*	10%	1%
29	CCCCN1CC(=O)N2[C@H](c3ccc(Cl)cc3)[C@@H]3C(=O)N(CC)C(=O)[C@@H]3[C@]2(Cc2ccccc2)C1=O	?	-1%	3%
30	COCCCNC(=O)C1CCN(C(=O)c2cc3sccc3n2Cc2ccc(F)cc2)CC1	?	5%	-9%[0.501 µM]
31	O=C(COC(=O)c1c(F)cccc1F)Nc1ccc(N2CCCCC2)cc1	7%	13%	-4%
32	CCOc1ccc(C(=O)c2cnc3ccc(Cl)cc3c2S(=O)(=O)c2ccc(C)cc2)cc1	5.8µM*	-10%	-8%
33	Cc1cc(NC(=O)NCC(F)(F)F)no1	11%	11%	-1%
34	CCOc1ccc(C(=O)N2CCN(CC(=O)N3CCCC3)CC2)cc1OCC	-1%	16%	2%
35	CC1CCN(C(=O)c2ccc3c(c2)NC(=O)/C(=C/c2ccccc2)S3)CC1	?	-4%	-11%
36	CCc1c(C)sc(NC(=O)c2cccs2)c1C(=O)OC(C)C	-7%	-28%	-17%
37	CC(=O)c1cccc(N(CC(=O)Nc2ccccc2F)S(C)(=O)=O)c1	-2%	10%	-10%
38	O=C(c1scc2c1CCCC2)N1CCCCC1	3%	0%	0%
39	CCCn1c(=NC(=O)c2ccco2)c(C(=O)OCC)cc2c(=O)n3ccccc3nc21	?	5%	-4%
40	COC(=O)CSc1nnc(CNC(=O)c2cccs2)n1-c1cccc(C)c1	3%	0%	-12%
41	Cc1ccsc1CNC1CCCCC1	-11%	-16%	3%
42	O=C(N/N=C/c1ccc(Cl)cc1)c1nc2ccc([N+](=O)[O-])cc2c(=O)[nH]1	?	2%	0%
43	Cc1ccc(S(=O)(=O)N2CCC(C(=O)OC3CCOC3=O)CC2)cc1C (stereo not given)	0%	-7%	1%
44	COc1ccc(N(C)C(=O)c2ccc3snnc3c2)cc1	15%	-7%	-3%
45	COc1ccc(OC)c(-n2c(=S)[nH]c3cc(C(=O)N(C)Cc4ccccc4)ccc3c2=O)c1	1%	-18%	-16%
46	Cn1cccc1Cc1nnc(SCC(=O)NC2CCCCC2)n1-c1ccc(F)cc1	?	-6%	-3%
47	CC(Oc1ccccc1)c1nnc(N)s1 (stereo not given)	9%	-4%	-10%
48	Cc1oc2ccc(OCc3ccc(F)cc3Cl)cc2c1C(=O)O	0%	11%	-1%
49	COc1ccc(CNC(=O)COC(=O)C2=Cc3ccccc3OC2)cc1	6%	-3%	.
50	CCCC1CCc2c(sc(NC(=O)OCC)c2C#N)C1 (stereo not given)	15µM*	13%	-9%

The results go on.
#	mol	TDP1 cell CPT	FEN1 inhibitor	KAT2A inh
51	O=C(CN1CCCCC1)Nc1cccc(Cl)c1	-8%	-17%	-12%
52	Cc1ccc(Cn2c(=O)n(C)c(=O)c3sccc32)cc1	?	-3%	-1%
53	Cn1c(=O)nc2n(-c3ccc(Cl)c(Cl)c3)c3cc(Cl)ccc3cc-2c1=O	14%	-7%	-4%
54	Clc1cccc(CSc2nc3ccncc3[nH]2)c1	-29%	13%	-5%
55	COC(=O)CCC(=O)Nc1ccc(Cl)c(Cl)c1	-2%	-2%	3%
56	COC(=O)c1ccccc1NC(=O)Cn1cc(S(=O)(=O)Cc2ccccc2F)c2ccccc21	15µM*	1%	-27%
57	O=C1CC2(CCN(C(=O)C3CC(=O)N(c4ccccc4)C3)CC2)Oc2ccccc21 (stereo not given)	?	1%	-4%
58	CCOc1ccc(N(CC(=O)NCc2ccc(OC)cc2)C(=O)CCC(=O)Nc2nccs2)cc1	-11%	3%	1%
59	CCOC(=O)Cn1nnnc1C(CC)N(Cc1ccccc1)Cc1cc2cc(C)ccc2[nH]c1=O (stereo not given)	?	-2%	-2%
60	CC(C)n1c(SCC(N)=O)nc2c1c(=O)n(C)c(=O)n2C	0%	-3%	-11%
61	Cc1cc(C(=O)Nc2cccc(C(=O)O)c2)oc1C	-13%	-4%	-19%
62	Cc1c(C(=O)NNC(=O)c2cccnc2)cccc1[N+](=O)[O-]	2%	2%	-3%
63	O=C(N/N=C/c1cccc(O)c1)c1cc(C2CC2)nc2ccccc12	?	-4%	0%
64	CCc1ccc(CN(C)C(=O)CCc2nnc(Cc3cccc(C)c3)o2)nc1	-18%	-2%	11%
65	CCOC(=O)c1ccc(N2C(=O)CC(N3CCN(Cc4ccccc4)CC3)C2=O)cc1 (stereo not given)	-11%	1%	-4%
66	Cc1ccc(C)c(OCC(=O)NCCN(C)C)c1	6%	-8%	-1%
67	Cc1ccsc1C(=O)OCC(=O)NCCc1ccccc1	-8%	17%	0%
68	CCCCN(C)C(=O)c1cccc(OC2CCN(CC(C)(C)C)CC2)c1	?	5%	15%
69	CCc1ccc(N2CC(C(=O)Nc3cccc(S(=O)(=O)N4CCCC4)c3)CC2=O)cc1 (stereo not given)	?	-11%	1%
70	Cc1nn2c(=O)cc(COC(=O)c3ccc(NC(=O)C(C)(C)C)cc3)nc2s1	?	1%	-8%
71	Cc1ccc(-c2nnn(CC(=O)N(CC(=O)NCCC(C)C)c3ccc(F)cc3)n2)cc1	0%	22%	-3%
72	Cc1cc(C)n(-c2c(F)c(F)c(CO)c(F)c2F)n1	-8%	-1%	.
73	O=C(c1ccc(Cl)cc1[N+](=O)[O-])N1CCN(c2ccccn2)CC1	-6%	2%	-4%
74	Cc1ccc(CNC(=S)Nc2ccc(C)c([N+](=O)[O-])c2)cc1	23µM*	2%	-6%
75	Cc1ccc(C)c(NC(=O)CSc2nnc(CNC(=O)c3ccco3)o2)c1	-6%	-7%	-4%

Three entries picked at random from those above:
#	mol	TDP1 cell CPT	FEN1 inhibitor	KAT2A inh
61	Cc1cc(C(=O)Nc2cccc(C(=O)O)c2)oc1C	-13%	-4%	-19%
63	O=C(N/N=C/c1cccc(O)c1)c1cc(C2CC2)nc2ccccc12	?	-4%	0%
73	O=C(c1ccc(Cl)cc1[N+](=O)[O-])N1CCN(c2ccccn2)CC1	-6%	2%	-4%

As a short view, 21 of the compounds above.
#	mol	TDP1 cell CPT	FEN1 inhibitor	KAT2A inh
51	O=C(CN1CCCCC1)Nc1cccc(Cl)c1	-8%	-17%	-12%
52	Cc1ccc(Cn2c(=O)n(C)c(=O)c3sccc32)cc1	?	-3%	-1%
53	Cn1c(=O)nc2n(-c3ccc(Cl)c(Cl)c3)c3cc(Cl)ccc3cc-2c1=O	14%	-7%	-4%
54	Clc1cccc(CSc2nc3ccncc3[nH]2)c1	-29%	13%	-5%
55	COC(=O)CCC(=O)Nc1ccc(Cl)c(Cl)c1	-2%	-2%	3%
56	COC(=O)c1ccccc1NC(=O)Cn1cc(S(=O)(=O)Cc2ccccc2F)c2ccccc21	15µM*	1%	-27%
57	O=C1CC2(CCN(C(=O)C3CC(=O)N(c4ccccc4)C3)CC2)Oc2ccccc21 (stereo not given)	?	1%	-4%
58	CCOc1ccc(N(CC(=O)NCc2ccc(OC)cc2)C(=O)CCC(=O)Nc2nccs2)cc1	-11%	3%	1%
59	CCOC(=O)Cn1nnnc1C(CC)N(Cc1ccccc1)Cc1cc2cc(C)ccc2[nH]c1=O (stereo not given)	?	-2%	-2%
60	CC(C)n1c(SCC(N)=O)nc2c1c(=O)n(C)c(=O)n2C	0%	-3%	-11%
61	Cc1cc(C(=O)Nc2cccc(C(=O)O)c2)oc1C	-13%	-4%	-19%
62	Cc1c(C(=O)NNC(=O)c2cccnc2)cccc1[N+](=O)[O-]	2%	2%	-3%
63	O=C(N/N=C/c1cccc(O)c1)c1cc(C2CC2)nc2ccccc12	?	-4%	0%
64	CCc1ccc(CN(C)C(=O)CCc2nnc(Cc3cccc(C)c3)o2)nc1	-18%	-2%	11%
65	CCOC(=O)c1ccc(N2C(=O)CC(N3CCN(Cc4ccccc4)CC3)C2=O)cc1 (stereo not given)	-11%	1%	-4%
66	Cc1ccc(C)c(OCC(=O)NCCN(C)C)c1	6%	-8%	-1%
67	Cc1ccsc1C(=O)OCC(=O)NCCc1ccccc1	-8%	17%	0%
68	CCCCN(C)C(=O)c1cccc(OC2CCN(CC(C)(C)C)CC2)c1	?	5%	15%
69	CCc1ccc(N2CC(C(=O)Nc3cccc(S(=O)(=O)N4CCCC4)c3)CC2=O)cc1 (stereo not given)	?	-11%	1%
70	Cc1nn2c(=O)cc(COC(=O)c3ccc(NC(=O)C(C)(C)C)cc3)nc2s1	?	1%	-8%
71	Cc1ccc(-c2nnn(CC(=O)N(CC(=O)NCCC(C)C)c3ccc(F)cc3)n2)cc1	0%	22%	-3%

Other results.
#	mol	TDP1 cell CPT	FEN1 inhibitor	KAT2A inh
76	COc1ccc(C(=O)C(OC(=O)c2ccccc2)c2ccccc2)cc1 (stereo not given)	-16%	5%	-11%
77	N#Cc1ccc(/C=N/NC(=O)CCc2ccc(S(=O)(=O)N3CCOCC3)cc2)cc1	-27%	-1%	1%
78	COc1ccc2[nH]c(C(=O)O)c(NS(=O)(=O)c3ccc(Cl)s3)c2c1	-15%	-2%	-6%
79	COc1ccc(NS(=O)(=O)c2ccc3[nH]c4c(c3c2)CCCC4)cc1OC	13µM*	-24%	3%
